High-throughput results (PubChem BioAssay)
p53 reactivator: re-activators of mutant p53. Potency, µM (doses to about 92.2 µM), for inactives: at the highest dose activity change, positive = activation, usual class: activators. actives 0.063% (n = 320,000). H1299 p53-A138V BP100-luciferase reporter, luminescence, 24 h; note: potency is the fitted concentration of half-maximal effect; % of control where 0% means no effect; nearly all actives have a fitted effect of over 45% in size
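H1299 (p53-null), stable ts p53-A138V + BP100-Luc; 1000 cells/well, Opti-MEM/10% FBS; cpd 4 pt, 1:5; 24 h, 37 deg C, 5% CO2; detection reagent 10 min RT; luminescence.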
NPC1 promoter act: activates the NPC1 promoter. Potency, µM (top dose mostly 9.22 µM), for inactives: at the top dose activation, hits mostly activators. Huh7 NPC1 promoter luciferase reporter, 24 h. AID 485313. actives 2.4% (n = 320,000);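 note: potency is the fitted concentration of half-maximal effect; % of control where 0% means no effect; nearly all actives have a fitted effect of over 60% in size; reporter is driven by a mutant NPC1 promoter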
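Stably transfected Huh7 (NPC1 promoter→luciferase), 1500 cells/well in Opti-MEM + 10% FBS, 2 h settle, then compound 24 h at 37 °C. Luminescence after 10 min with Amplite reagent.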
Gal4-VP16 FLuc: Gal4-VP16 reporter inhibition counter-screen. Potency, µM (top dose mostly 53.6 µM), inactives show at the highest dose activity, negative = inhibition, hits mostly inhibitors. AID 2546. Drosophila S2 Gal4-VP16 UAS-luciferase, luminescence, 20 h. actives 3.5% (n = 310,000);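 note: Gal4-VP16 expression switched on by copper sulfate through the metallothionein promoter; potency is the fitted concentration of half-maximal effect; % is set by controls: 0 for no effect and ±100 for the full control effect; nearly all actives have a fitted effect of over 50% in size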
FLuc counter: firefly luciferase modulation, counter-screen for miR-21 project | Potency, µM (doses to about 57.5 µM), inactives show top-dose activity change, negative = inhibition, actives largely listed as inhibitors | actives 6.9% (n = 360,000) | P08659 | purified FLuc, Km substrates, luminescence inhibition;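 note: potency is the fitted concentration of half-maximal effect; plate controls were vehicle for no effect and reference inhibitor for full effect; nearly all actives have a fitted effect of over 55% in size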
Target sequence (P08659 whole entry, looked up): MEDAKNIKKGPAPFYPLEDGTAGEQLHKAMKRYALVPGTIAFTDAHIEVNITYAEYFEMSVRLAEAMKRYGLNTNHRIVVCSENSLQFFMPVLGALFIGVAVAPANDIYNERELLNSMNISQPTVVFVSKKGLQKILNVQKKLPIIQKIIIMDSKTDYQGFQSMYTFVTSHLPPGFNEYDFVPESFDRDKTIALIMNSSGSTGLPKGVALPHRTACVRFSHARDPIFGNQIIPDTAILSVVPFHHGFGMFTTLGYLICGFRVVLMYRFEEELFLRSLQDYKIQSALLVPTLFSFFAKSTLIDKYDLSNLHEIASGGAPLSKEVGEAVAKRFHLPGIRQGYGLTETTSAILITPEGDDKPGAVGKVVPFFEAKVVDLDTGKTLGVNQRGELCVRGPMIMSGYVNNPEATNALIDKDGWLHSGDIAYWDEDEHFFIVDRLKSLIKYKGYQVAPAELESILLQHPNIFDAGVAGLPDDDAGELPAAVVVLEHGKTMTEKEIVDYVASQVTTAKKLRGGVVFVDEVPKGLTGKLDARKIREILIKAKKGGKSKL
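Purified P. pyralis luciferase (10nM final) with 10uM D-luciferin and 10uM ATP (Km levels) in 50mM Tris acetate pH 7.5, 10mM Mg acetate, 0.01% Tween-20, 0.05% BSA; qHTS 6-point titration, ~60 µM downward; luminescence read.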
RORg inh: inhibitors of mouse ROR gamma transcriptional activity | Drosophila S2 Gal4-RORgamma UAS-luciferase reporter, 20 h | Potency, µM (top dose mostly 53.6 µM), without a hit: at the top dose activity change, negative = inhibition, hits mostly inhibitors | actives 5.4% (n = 310,000) | AID 2551; note: potency is the fitted concentration of half-maximal effect; % is set by controls: 0 for no effect and ±100 for the full control effect; nearly all actives have a fitted effect of over 60% in size
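In this cell-based reporter format, copper sulfate (700 uM final) drives Gal4–ROR gamma fusion expression from a metallothionein promoter in Drosophila Schneider cells; compounds preincubated 1 hr, reporter read after 20 hr at ambient temperature.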
ELG1 repair inh: ELG1-dependent DNA repair inhibition. HEK293T ELG1-luciferase reporter, luminescence, 16 h; DNA damage induced by 5-fluorouridine. Potency, µM (highest dose often 46.1 µM), for inactives: at the highest dose activity change, negative = inhibition, most hits filed as inhibitors. actives 2.3% (n = 330,000); note: potency is the fitted concentration of half-maximal effect; % is set by controls: 0 for no effect and ±100 for the full control effect; nearly all actives have a fitted effect of over 55% in size
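Overnight (16 hr) co-exposure of 2,000 cells/well to 5-fluorouridine and compound at 37 °C preceded detection. Luciferase was quantified via ONE-Glo luminescence; loss of signal denotes inhibition.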
Tb PFK block: T. brucei PFK enzyme inhibition | O15648 | T. brucei PFK, ADP-Glo luminescence | Potency, µM (titrated, usually from 57.5 µM), inactives show at the highest dose activity, negative = inhibition, most hits filed as inhibitors | actives 0.17% (n = 330,000);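 note: potency is the fitted concentration of half-maximal effect; 0% = uninhibited 1x PFK enzyme wells and -100% = no-enzyme wells; nearly all actives have a fitted effect of over 60% in size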
Target sequence (O15648 whole entry, looked up): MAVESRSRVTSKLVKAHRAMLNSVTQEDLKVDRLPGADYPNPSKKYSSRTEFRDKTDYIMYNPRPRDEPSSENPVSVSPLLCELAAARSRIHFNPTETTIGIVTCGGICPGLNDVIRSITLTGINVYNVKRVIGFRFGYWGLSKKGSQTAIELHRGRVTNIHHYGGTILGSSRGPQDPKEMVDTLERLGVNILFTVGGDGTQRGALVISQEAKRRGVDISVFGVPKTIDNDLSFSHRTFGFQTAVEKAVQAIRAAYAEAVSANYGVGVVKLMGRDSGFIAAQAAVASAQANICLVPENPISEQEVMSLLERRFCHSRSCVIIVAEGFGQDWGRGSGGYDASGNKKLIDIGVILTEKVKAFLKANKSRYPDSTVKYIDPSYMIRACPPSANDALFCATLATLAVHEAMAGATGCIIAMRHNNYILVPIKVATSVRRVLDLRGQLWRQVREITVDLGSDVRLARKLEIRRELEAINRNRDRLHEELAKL
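In TEA buffer at pH 8.0 with 5 mM MgCl2, enzyme (1.25 nM) converted F6P (0.5 mM) and ATP (0.1 mM) for 45 min at room temperature. ADP product was read by luciferase luminescence.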
BRCA1 expr act: increases BRCA1 expression. MCF7-BRCA1-FFLuc reporter, luminescence, 48 h; response scale: scaled: vehicle 0%, 10 µM genistein 100%. Potency, µM (doses to about 46.1 µM), without a hit: at the highest dose activation, actives largely listed as activators. actives 1.1% (n = 380,000); note: potency is the fitted concentration of half-maximal effect; nearly all actives have a fitted effect of over 80% in size; some results filed as inactive show a strong effect at the top dose
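Cells: MCF7-BRCA1-FFLuc, 2000/well. Exposure: 48 h, 37 °C, 5% CO2. Read: luminescence, 15 min post-substrate. Controls: genistein 10 microM (maximal activation), DMSO (neutral).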
Rab9 prom act: activators of Rab9 promoter. Huh7 Rab9 promoter-luciferase reporter, luminescence, 24 h. AID 485297. actives 2.8% (n = 320,000). Potency, µM (series often up to 9.22 µM), inactives show top-dose activation, negative = inhibition, actives largely listed as activators; note: potency is the fitted concentration of half-maximal effect; % of control where 0% means no effect; nearly all actives have a fitted effect of over 60% in size
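Rab9 promoter-driven luciferase in stably transfected Huh7 cells; 1500 cells/well rested 2 h, exposed to compound in DMSO for 24 h at 37 °C, 5% CO2. Luminescence read 10 min after adding luciferase reagent at ambient temperature.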
TRPV1 agonist: activates the human vanilloid receptor TRPV1; activation, % at 8.33 µM; actives 0.19% (n = 320,000); TRPV1-expressing cells, Fluo-8 calcium influx, agonist mode; Q8NER1; in the data active = activation above about 80%; inconclusive = between about 30% and that limit; note: 0% is about no effect
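Fluo-8 calcium influx in TRPV1-expressing cells, kinetic read (ex 480/em 520 nm). Compound added and read 3 min for agonist activity, followed by capsaicin at EC20 final and 2 min further read for enhancement.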
ELG1 genotox: genotoxicity induction in ELG1-luciferase HEK293T cells; HEK293T ELG1-luciferase reporter, luminescence, 16 h; Potency, µM (highest dose often 46 µM), for the others: top-dose activity change, positive = activation, actives largely listed as activators; actives 1.3% (n = 330,000); AID 504466; note: potency is the fitted concentration of half-maximal effect; % of control where 0% means no effect; nearly all actives have a fitted effect of over 60% in size
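Genotoxicity was scored as increased ELG1-luciferase reporter signal, measured by ONE-Glo luminescence (30 min, room temperature). Compound or vehicle exposure of the HEK293T reporter cells lasted 16 hr at 37°C.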
* hit, by the source's call; ? = inconclusive; . = not tested or not shown; & = joins results of further samples; [ ] = dose if it differs, or a comment. Unless noted, calls come from the whole dose curve; as a rule, active = well fitted curve in the direction sought with a large enough effect; inconclusive = small, poorly fitted or top-dose-only effect, or another doubt; inactive = no such curve, though single readings can be large; an effect the other way counts as inactive or inconclusive.

SMILES	p53 reactivator	NPC1 promoter act	Gal4-VP16 FLuc	FLuc counter	RORg inh	ELG1 repair inh	Tb PFK block	BRCA1 expr act	Rab9 prom act	TRPV1 agonist	ELG1 genotox
O=C(c1ccc2ncsc2c1)N1CCN(c2ccc(O)cc2)CC1	-14.4%	12.3%	-0.9%	0.4%	-19.5%	?	-11.8%	0.0%	14.0%	-3.6	1.0%
O=C(Nc1ccccc1C(=O)NCc1cccnc1)c1ccc(Cl)cc1Cl	1.2%	-7.4%	-5.0%	?	40.8%	-2.9%	2.2%	-35.5%	2.5%	1.1	-1.4%
COc1cccc(C(=O)Nc2ccc(N3CCN(C(=O)c4ccco4)CC3)cc2)c1	-8.0%	-33.8%[inhibitor]	0.6%	-3.0%	44.1%	13µM*	-11.3%	-59.4%	-19.2%	4.3	-14.5%
Cc1ccc(-c2ccc(CCC(=O)O)n2-c2ccc(C(=O)O)cc2)cc1	7.1%	5.8%	-6.2%	-1.9%	41.5%	18.9%	9.1%	60.7%	13.3%	-3.2	0.5%
CCn1nccc1C(=O)Nc1cc(Cl)cc(Cl)c1	-12.1%	2.8%	-5.1%	?	?	0.8%	-8.1%	-6.7%	-6.0%	-0.7	11.4%
Cc1ccc(C)c(NC(=O)CCC(=O)N/N=C/c2ccc3c(c2)OCO3)c1	3.0%	-0.1%	-4.9%	10.7µM*	20.7%	-12.1%	6.0%	22.1%	-2.4%	4.2	1.6%
Cc1onc(-c2ccccc2)c1C(=O)NNC(=O)c1ccccc1	-9.8%	-0.3%	.	.	.	-0.9%	-8.8%	-3.1%	-2.7%	2.9	0.4%
Cc1cc(C)cc(N(CC(=O)NCc2ccc(F)cc2)C(=O)CCC(=O)Nc2ccccn2)c1	-8.9%	-2.0%	-1.6%	3.2%	19.3%	?	0.2%	-21.5%	-3.7%	-6.7	-0.7%
COc1ccc(S(=O)(=O)c2c[nH]c(=S)[nH]c2=O)cc1Cl	-0.6%	6.3%	-2.6%	-1.7%	17.7%	-4.6%	2.0%	-13.2%	6.6%	0.6	-1.3%
Cc1ccc(-c2n[nH]c(=S)n2/N=C/c2sccc2C)cc1	-0.9%	1.1%	-2.4%	3.7%	?	0.0%	19.2%	-23.9%	1.0%	5.3	8.4%
CCn1ncc(Br)c1C(=O)Nc1ccc(Cl)cn1	6.9%	10.1%	16.1%	-4.0%	-11.3%	-0.6%	0.3%	47.4%	2.7%	2.7	-0.2%
O=C(CCCn1c(=O)[nH]c2cc(Cl)ccc2c1=O)NCC1CCCO1 (centres undefined)	-9.2%	-0.7%	-5.4%	5.6%	-37.3%	-9.3%	-0.6%	-1.1%	0.2%	-7.2	0.4%
CS(=O)(=O)N(CC(=O)N1CCN(Cc2ccccc2)CC1)c1cccc(F)c1	-31.9%[inhibitor]	2.2%	0.7%	-0.7%	-6.5%	1.9%	1.6%	-1.9%	0.9%	0.8	-6.3%
CC(=O)Nc1ccc(C(=O)N2CCCc3ccccc32)cc1	.	-2.0%	0.3%	2.1%	10.1%	0.1%	1.3%	-18.7%	0.1%	-0.3	4.0%
CC(C)C[C@H](NC(=O)N1CCn2c1nc1ccccc12)C(=O)N[C@@H](C(=O)O)c1ccccc1	.	0.6%	2.7%	-2.8%	-0.3%	?	-1.1%	7.8%	-3.8%	1.5	4.1%
COc1cc(NC(=O)c2ccc(Br)o2)ccc1NC(=O)C(C)C	-0.6%	-1.3%	4.4%	-14.8%	?	?	0.6%	63.0%	-2.6%	8.3	-1.1%
O=C(COC(=O)C1COc2ccccc2O1)NC(=O)NC1CCCC1 (centres undefined)	4.4%	-0.1%	-1.0%	2.2%	2.0%	6.5%	-3.0%	0.0%	-1.4%	1.2	-0.7%
COc1ccc(N2CCN(C(=O)c3cn(Cc4ccccc4)nc3-c3cccnc3)CC2)cc1	-9.3%	-6.1%	.	1.3%	.	-20.4%	-0.6%	-3.3%	-0.1%	1.1	2.7%
C/C(=N\NC(=O)c1ccc(Br)cc1)c1cccc(NC(=O)c2cccnc2)c1	18.5%	14.7%	1.1%[10 µM]	12µM*	17.8µM*	-4.2%	0.2%	53.5%	21.3%	4.6	0.4%
CCN(CC)S(=O)(=O)c1cc(NC(=O)C(C)Nc2ccccc2N2CCOCC2)ccc1C (centres undefined)	7.2%	-4.7%	-8.3%	-3.1%	12.0%	?	-4.8%	-25.0%	1.2%	3.4	-9.0%
CN1C(=O)/C(=C/c2cn(CC(=O)NCc3ccco3)c3ccccc23)NC1=S	0.3%	2.2%	5.6%	-3.9%	-20.4%	-19.9%	-8.5%	.	-10.7%	3.6	-3.0%
CCC1CCCCN1C(=O)COC(=O)c1cc(C)nc2ccccc12 (centres undefined)	-3.1%	3.0%	.	?	.	?	-0.9%	-1.5%	-4.2%	22.3	-4.6%
CCN(CC#CCC1(O)c2ccccc2-c2ccccc21)C(C)C	-15.6%	-3.1%	7.2%	-1.4%	-7.0%	-16.9%	-1.3%	8.9%	-34.4%[inhibitor]	4.0	-3.7%
Cc1cc(C)n(CCNS(=O)(=O)c2ccc(C)c(C)c2)n1	0.7%	1.0%	-3.7%	-0.7%	14.6%	9.9%	12.2%	-14.0%	-2.3%	-0.3	-1.2%
COc1cc(OC)nc(NC(=O)COC(=O)c2cccc(Cl)c2)n1	-9.5%	-0.9%	-0.4%	-3.2%	34.2%	7.9%	-0.4%	-3.1%	-4.9%	-2.0	1.3%
COC(=O)C1=C(C)N(Cc2ccccc2)C(=NCCc2cccnc2)N[C@H]1c1ccc(Br)cc1	-13.4%	-2.4%	-24.0%	2.7%	?	3.5%	-0.7%&0.1%	-37.1%	-0.7%	5.1	1.7%
CCOC(=O)c1c(C)[nH]c(C)c1C(=O)COC(=O)c1ccccc1O	3.4%	-1.2%	0.3%	2.2%	-23.9%	?	-1.1%	-11.8%	9.8%	3.7	-9.1%
O=C(c1nc2ccccn2c1CN1CCCC(O)C1)N1CCN(C2CCCCC2)CC1 (centres undefined)	?	-4.2%	11.4%	0.3%	-28.0%	13.0%	1.0%	-2.0%	6.8%	-1.1	3.0%
O=C(O)c1cn(-c2ccccc2)nc1C(=O)O	-5.6%	-2.7%	-8.7%	-2.7%	-26.5%	0.4%	12.4%	-15.9%	-1.4%	0.5	2.8%
COc1ccc(SCc2noc(C(=O)NC(C)C)c2C(=O)O)cc1	-3.3%	0.2%	-15.3%	?	-16.6%	12.1%	0.2%	7.9%	10.8%	1.3	-0.9%
CCOc1ccc(Br)cc1S(=O)(=O)NCc1ccc(S(N)(=O)=O)cc1	-3.3%	1.1%	-7.8%	-0.5%	8.5%	-2.8%	-3.3%	-9.3%	-8.7%	2.4	-5.5%
Nc1nnc(CC(=O)N/N=C/c2ccc(-c3ccccc3)o2)s1	-19.1%	0.8%	-1.4%	?	38.2%	18.7%	-8.4%	14.1%	-7.1%	2.2	0.1%
O=c1c2ccccc2nc(SCc2nc3ccccc3s2)n1CCCO	?	?	6.7%	13.5µM*	-12.4%	?	0.0%	-14.0%	2.82µM*	?	?
CCOC(=O)c1cccc(NC(=O)CSc2nnc(COc3ccc(Cl)cc3)o2)c1	-6.1%	-3.1%	-9.7%	2.5%	-21.0%	3.5%	4.9%	-0.2%	1.8%	-1.4	0.1%
CCCc1cc(C(=O)N2CCCC(N3CCN(c4ccccc4F)CC3)C2)n(C)n1 (centres undefined)	-0.9%	-4.3%	-5.2%	-0.2%	0.7%	3.3%	1.0%	-13.1%	-1.6%	4.3	-7.6%
CCN(CCCNC(=O)CCNC(=O)Cn1cnc2ccccc2c1=O)c1cccc(C)c1	0.4%	1.1%	2.3%	6.0%	0.3%	0.4%	-4.8%	-14.1%	-3.5%	3.0	-0.5%
Cc1ccc(CNC(=O)COc2ccc(C(=O)c3ccc(F)cc3)cc2)cc1	?	-0.7%	12.8%	-2.8%	19.9%	22.0%	4.5%	-56.6%	-2.9%	9.9	6.8%
O=C1N[C@@H](c2ccccc2)COC(=O)[C@@H](Cc2ccc(F)cc2)CC/C=C/C[C@@H]1CC(=O)N(CCO)Cc1ccccc1	-2.1%	.	.	.	.	25.9µM*	0.3%	-43.7%	.	.	-8.7%
